PLK1 PBD block: inhibitors of human PLK1 polo-box domain binding; Potency, µM, for the others: max response, negative = inhibition, most hits filed as inhibitors; Plk1 PBD binding of FITC phosphopeptide, fluorescence polarization; AID 720504; P53350; 2.8% of 360,000 active; further: potency means the concentration at half of the fitted maximal effect; series mostly up to about 57 µM; on the % scale 0 is the no-effect control and ±100 the full control effect; nearly all actives have a fitted effect of over 65% in size
Target sequence (P53350 whole entry, looked up, the tested form may be a part): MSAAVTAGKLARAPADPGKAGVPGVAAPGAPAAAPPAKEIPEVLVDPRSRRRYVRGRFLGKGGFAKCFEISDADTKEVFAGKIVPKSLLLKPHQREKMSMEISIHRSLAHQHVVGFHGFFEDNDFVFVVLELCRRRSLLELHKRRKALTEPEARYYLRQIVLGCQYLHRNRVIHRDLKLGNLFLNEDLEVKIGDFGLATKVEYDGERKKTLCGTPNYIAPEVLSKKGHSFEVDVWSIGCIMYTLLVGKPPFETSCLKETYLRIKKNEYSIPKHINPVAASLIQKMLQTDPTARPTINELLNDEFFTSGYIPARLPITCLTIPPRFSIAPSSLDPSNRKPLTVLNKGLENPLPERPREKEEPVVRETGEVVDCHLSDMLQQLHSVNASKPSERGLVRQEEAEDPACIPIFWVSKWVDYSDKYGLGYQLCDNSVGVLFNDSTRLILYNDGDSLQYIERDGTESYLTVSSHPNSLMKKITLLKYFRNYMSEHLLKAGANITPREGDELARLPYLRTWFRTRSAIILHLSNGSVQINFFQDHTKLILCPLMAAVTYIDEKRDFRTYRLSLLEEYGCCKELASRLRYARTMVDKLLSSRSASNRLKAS
Abeta rescue: restores growth of yeast expressing A-beta42 peptide. yeast expressing A-beta42, growth rescue, OD600, 48 h; response scale: 0% DMSO, 100% iron-clioquinol control. Potency, µM (series often up to 46.1 µM), inactives show at the highest dose growth rescue, hits mostly activators. 0.063% of 410,000 active; further: potency means the concentration at half of the fitted maximal effect; nearly all actives have a fitted effect of over 55% in size
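Yeast growth medium received pinned compounds, then yeast cells expressing toxic A-beta were added; plates incubated at 30 C for 48 hr. Growth read as absorbance at 600 nm, normalized to DMSO and equimolar FeCl3 plus clioquinol controls.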
EPAC1 antagonist: EPAC1 (human) antagonism; O95398; EPAC1 GEF assay, Rap1b-BODIPY-GDP exchange fluorescence; Potency, µM (highest dose often 115 µM), for the others: top-dose activity change, negative = inhibition, usual class: inhibitors; 0.14% of 360,000 active;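 further: potency means the concentration at half of the fitted maximal effect; plate controls were vehicle for no effect and positive control for full effect; nearly all actives have a fitted effect of over 50% in size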
IL2 activator: activates IL-2 in a cell-based reporter assay | IL-2 activation reporter assay, cell-based qHTS; stimulated with anti-CD3/CD4/CD28 beads; in transgenic mouse T cells | activation, % (series mostly up to about 46 µM) | 0.065% of 360,000 active; in the data active means activation above about 50%; inconclusive means mostly about 30% to 49%; further: 0% is about no effect
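Using fluorescent plate cytometry, EGFP and DsRed are detected in transgenic mouse T cells stimulated 18 h at 37 degrees C with antibody-coated beads after 60 min compound pretreatment.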
FUS yeast rescue: FUS proteinopathy suppression in yeast | S. cerevisiae FUS-expressing, growth rescue, OD600, 24 h | Potency, µM (series often up to 76.6 µM), without a hit: at the top dose growth rescue (activation), most hits filed as activators | 0.24% of 390,000 active;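 further: potency means the concentration at half of the fitted maximal effect; plate controls were DMSO vehicle for no effect and reference control for full effect; nearly all actives have a fitted effect of over 55% in size; some results filed as inactive show a strong effect at the top dose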
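Steps: raffinose overnight preculture; dilution to OD 0.005 in 2% galactose minimal medium; compound addition (concentration series); 24hr at 30C, 99% humidity; absorbance read at 600 nm.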
WRN helicase inh: blocks human WRN helicase. Q14191. WRN helicase unwinding, fluorescent forked duplex, kinetic. Potency, µM (highest dose often 114 µM), inactives show at the highest dose activity change, negative = inhibition, most hits filed as inhibitors. 0.46% of 360,000 active. AID 651768; further: potency means the concentration at half of the fitted maximal effect; on the % scale 0 is the no-effect control and ±100 the full control effect; nearly all actives have a fitted effect of over 55% in size
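Fluorescence dequenching readout, ex 525 nm/em 598 nm, kinetic mode: forked duplex DNA (100 nM final) with adjacent fluorophore and quencher unwound by WRN (20 nM final) with 2 mM ATP. Compound preincubation 15 min, room temperature.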
aSyn yeast inh: alpha-synuclein toxicity inhibition in yeast; Yeast expressing alpha-synuclein, growth rescue, BacTiter-Glo, 24 h; Potency, µM (top dose mostly 46.1 µM), without a hit: at the top dose growth rescue (activation), actives largely listed as activators; 0.14% of 370,000 active; further: potency means the concentration at half of the fitted maximal effect; % of control where 0% means no effect; nearly all actives have a fitted effect of over 65% in size
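Readout is rescue of growth in alpha-synuclein-expressing yeast, so inhibitors of toxicity appear as activators. Growth after 24 hr at 30 deg C in galactose medium is quantified by luminescence.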
EPAC1 ag: activates human EPAC1 exchange factor | O95398 | EPAC1 agonist qHTS, biochemical assay; response scale: 100% = response to 6.5 mM cAMP | Potency, µM (top dose mostly 154 µM), for inactives: at the highest dose activation, usual class: activators | 0.073% of 360,000 active; further: potency means the concentration at half of the fitted maximal effect; nearly all actives have a fitted effect of over 60% in size
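Normalized to 6.5 mM cAMP, activity reflects EPAC1-catalysed release of BODIPY-GDP from Rap1B, followed kinetically over 30 min at 480 nm excitation, 540 nm emission. Reaction contained 100 nM EPAC1, 250 nM Rap1B-BODIPY-GDP, 50 uM GDP.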
PI5P4Ka inh: inhibitors of human PI5P4K alpha; AID 652105; max response, %; P48426; 1.2% of 330,000 active; PI5P4Kalpha enzyme, ADP-Glo luminescence, 60 min; hits give low values; active means max response of -50% or lower; inconclusive means between -30% and -50%; inactive means -30% or higher; further: value at the top dose of about 77 µM; on the % scale 0 is the no-effect control and ±100 the full control effect
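ADP-Glo luminescence end-point read after a 60 min room-temperature kinase reaction of PI5P4Kalpha plus substrate, initiated with ATP at 5 microM final. Buffer: 0.038 M HEPES pH 7.4, EGTA, 0.1% CHAPS, 5% DMSO.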
Starred values were filed as active, the others as inactive; ? = inconclusive; . = no result given; & = joins results of further samples. Unless noted, the call rests on the fitted dose curve; in most records, active means well fitted curve in the direction sought with a large enough effect; inconclusive means small, poorly fitted or top-dose-only effect, or another doubt; inactive means no such curve, though single readings can be large; an effect the other way counts as inactive or inconclusive. Rows were taken by chance; about 4.1% have a hit in one of these screens.

item | compound | PLK1 PBD block | Abeta rescue | EPAC1 antagonist | IL2 activator | FUS yeast rescue | WRN helicase inh | aSyn yeast inh | EPAC1 ag | PI5P4Ka inh
1 | Cc1ccc(C2N(c3cccc(Cl)c3)C(=O)C3CCCN32)o1 (stereo not drawn) | -2.3% | -13.9% | -12.7% | 0.3 | -18.7% | -7.2% | -4.3% | -6.1% | -3.9
2 | COc1cc(/C=C2\S/C(=N/S(=O)(=O)c3ccc(C)cc3)NC2=O)c([N+](=O)[O-])cc1OC | -4.9% | -7.3% | -7.2% | 0.3 | -21.4% | 7.7% | . | 2.7% | -4.8
3 | COC(=O)c1ccc(C(c2c(N)n(Cc3ccccc3)c(=O)n(C)c2=O)N2CCOCC2)cc1 (stereo not drawn) | -3.3% | 7.4% | 8.2% | 0.2 | 16.3% | 6.8% | -3.7% | -0.3% | .
4 | CCOC(=O)CN1C(=O)COc2ccc(Cl)cc21 | -7.4% | -2.1% | -11.7% | -0.7 | 31.1% | 7.6% | 0.0% | 11.1% | .
5 | Cn1c(-c2ccccc2)cc(=NNS(C)(=O)=O)c2cc(S(=O)(=O)O)ccc21 | -1.5% | -0.3% | 28.5% | -1.5 | -7.0% | -6.2% | -5.5% | 4.8% | -18.4
6 | CCN(CC)c1ccc(C=Nc2ccc(C#N)cc2)c(O)c1 | 0.7% | 0.0% | -11.7% | -0.2 | -8.0% | -12.8% | 9.7% | 3.3% | 1.7
7 | COC(=O)c1cccc(Nc2nc3ccccc3nc2C)c1 | -0.2% | -16.8% | 11.8% | 0.4 | 15.9% | -2.4% | 1.1% | 0.8% | 1.9
8 | O=C(Cc1coc2ccc3ccccc3c12)NC1CCCc2ccccc21 (stereo not drawn) | 3.2% | ? | -3.3% | -2.7 | 28.3% | -0.5% | 7.1% | 7.7% | 28.2
9 | O=C(c1ccccc1-c1nc(-c2ccccc2)no1)N1CCOCC1 | 0.0% | 4.4% | 2.7% | ? | 16.3% | -3.7% | -5.8% | 0.1% | .
10 | COc1ccc(S(=O)(=O)NCCc2csc(-c3cccnc3)n2)cc1 | -0.4% | 3.8% | 4.0% | 4.9 | -27.6% | 0.5% | 1.5% | -10.9% | 9.4
11 | CCS(=O)(=O)N1Cc2cc(C(=O)NCCOC)nc(-c3cccc(-c4ccncc4)c3)c2[C@H]1CCO | -6.0% | -9.0% | 14.7% | -0.1 | -5.3% | -5.5% | -4.1% | -19.3% | 2.4
12 | O=P(OC1CCCCC1)(OC1CCCCC1)C(Nc1ccccc1)c1cccnc1 (stereo not drawn) | -11.8% | -7.8% | -15.9% | -1.8 | ? | -6.1% | 1.8% | -4.2% | 0.4
13 | O=S(=O)(c1ccc(N2CCOCC2)nc1)N1CCOCC1 | -4.8% | 5.8% | 4.1% | 0.7 | -8.5% | 0.0% | -11.4% | -1.6% | .
14 | COC(=O)Cn1c(CN2CCN(c3ccccc3F)CC2)nc2c1c(=O)n(C)c(=O)n2C | 2.2% | 2.3% | -6.4% | -3.9 | 10.2% | 0.6% | -1.5% | -2.6% | 2.3
15 | Cc1cccc(NC(=O)C(C)SCc2ccccc2)c1 (stereo not drawn) | -10.4% | 9.6% | 2.9% | 0.7 | -14.3% | -0.2% | 10.2% | 2.5% | 6.4
16 | O=C1NCCN1C(=O)c1ccccc1F | -3.7% | -10.1% | 5.5% | -2.2 | -1.7% | 27.3% | -9.9% | -3.2% | 5.3
17 | CC(c1ccccn1)N(Cc1ccco1)C(=S)Nc1cccc(F)c1 (stereo not drawn) | -5.4% | -8.1% | 7.3% | -4.0 | 21.4% | -10.1% | -2.6% | -5.0% | 6.6
18 | CCCCOC(=O)c1sc2nc(N3CCOCC3)c3c(c2c1N)CC(C)(C)OC3 | -5.0% | -7.6% | -5.3% | -0.4 | -34.9% | 1.6% | -6.5% | 0.1% | 1.6
19 | CC1CC(C)CN(S(=O)(=O)c2ccc(C(=O)Nc3nnc(C4CC4)o3)cc2)C1 (stereo not drawn) | -4.2% | ? | 16.0% | -4.6 | ? | 4.7% | ? | -2.9% | -0.8
20 | CC(=O)c1ccc(N2CCN(C(=O)Nc3ccc(C)cc3)CC2)cc1 | -0.3% | 8.1%&-15.9% | -11.4% | 1.2 | -33.7%&-7.7% | -2.9% | -0.3% | 7.7% | 4.6

Gathered by group, the entries above containing a Cl atom
item | compound | PLK1 PBD block | Abeta rescue | EPAC1 antagonist | IL2 activator | FUS yeast rescue | WRN helicase inh | aSyn yeast inh | EPAC1 ag | PI5P4Ka inh
1 | Cc1ccc(C2N(c3cccc(Cl)c3)C(=O)C3CCCN32)o1 (stereo not drawn) | -2.3% | -13.9% | -12.7% | 0.3 | -18.7% | -7.2% | -4.3% | -6.1% | -3.9
4 | CCOC(=O)CN1C(=O)COc2ccc(Cl)cc21 | -7.4% | -2.1% | -11.7% | -0.7 | 31.1% | 7.6% | 0.0% | 11.1% | .

Five compounds from above, limited to FUS yeast rescue.
item | SMILES | FUS yeast rescue
4 | CCOC(=O)CN1C(=O)COc2ccc(Cl)cc21 | 31.1%
5 | Cn1c(-c2ccccc2)cc(=NNS(C)(=O)=O)c2cc(S(=O)(=O)O)ccc21 | -7.0%
6 | CCN(CC)c1ccc(C=Nc2ccc(C#N)cc2)c(O)c1 | -8.0%
7 | COC(=O)c1cccc(Nc2nc3ccccc3nc2C)c1 | 15.9%
8 | O=C(Cc1coc2ccc3ccccc3c12)NC1CCCc2ccccc21 (stereo not drawn) | 28.3%

Part of the list above, as labelled records.
7: COC(=O)c1cccc(Nc2nc3ccccc3nc2C)c1
  PLK1 PBD block: -0.2%
  Abeta rescue: -16.8%
  EPAC1 antagonist: 11.8%
  IL2 activator: 0.4
  FUS yeast rescue: 15.9%
  WRN helicase inh: -2.4%
  aSyn yeast inh: 1.1%
  EPAC1 ag: 0.8%
  PI5P4Ka inh: 1.9

12: O=P(OC1CCCCC1)(OC1CCCCC1)C(Nc1ccccc1)c1cccnc1 (stereo not drawn)
  PLK1 PBD block: -11.8%
  Abeta rescue: -7.8%
  EPAC1 antagonist: -15.9%
  IL2 activator: -1.8
  FUS yeast rescue: ?
  WRN helicase inh: -6.1%
  aSyn yeast inh: 1.8%
  EPAC1 ag: -4.2%
  PI5P4Ka inh: 0.4

Compound activity deposited in PubChem by National Center for Advancing Translational Sciences (NCATS).
